# Source: PubChem
# MrgX1 allo act: positive allosteric modulators of MrgX1, primary screen, HEK293 cells, Fluo-4 calcium flux. Mas-related G-protein coupled receptor member X1 (Homo sapiens), Q96LB2. FDSS; active compounds read high. AID 588675, 2011. 0.63% of 310,000 active. B-score at 10 µM;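 active = plate-corrected calcium response at least 3 library SD above typical, normal starting fluorescence, not activating the receptor alone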;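 note: compound read alongside a low EC10 to EC30 dose of BAM8-22 agonist; peak minus trough fluorescence over baseline measured at the second addition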
# TMEM16A act: TMEM16A chloride channel activators or potentiators, primary screen, cell-based, HTS; AID 623877, 2012; B-score at 10 µM; HEK293 TMEM16A/YFP-H148Q/I152L, iodide quench fluorescence; active compounds read low; 0.3% of 340,000 active;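 active = fluorescence-ratio B-score plate-corrected deviation score at least 3 library SD below zero, with starting fluorescence score within 5 deviations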;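 note: channel opened by trigger with iodide after compound preincubation; score built on the fluorescence ratio of max minus min over baseline; more negative score means more quench and so TMEM16A activation or potentiation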
# KCNK3 block: human KCNK3 channel inhibitors, primary screen, CHO cells, FluxOR thallium flux, B-score | Potassium channel subfamily K member 3 (Homo sapiens), O14649 | FluxOR fluorescence; active compounds read low | B-score at 10 µM | 0.84% of 340,000 active | AID 602410, 2012;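 active = B-score under library mean minus 4 SD, starting fluorescence ratio at most library mean plus 5 SD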;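 note: more negative B-score means stronger inhibition of thallium flux through KCNK3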
# TMEM16A inh: TMEM16A chloride channel inhibitors, primary screen, cell-based, HTS; 1.2% of 310,000 active; HEK293 TMEM16A/YFP iodide influx fluorescence, ionomycin; Anoctamin-1 (Mus musculus), Q8BHY3; normalized B-score (activity score, 25-100; higher = stronger inhibition) at 10 µM;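 active = ratio plate-corrected score three or more library SD toward inhibition, starting fluorescence score within five deviations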;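 note: score derived from kinetic fluorescence span divided by baseline fluorescence per well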
# hERG rescue: hERG rescue from dofetilide block, primary screen, cell-based, CHO-hERG, FluxOR thallium flux, dofetilide IC70; AID 1511, 2009; 0.51% of 310,000 active; dofetilide IC70 present; Voltage-gated inwardly rectifying potassium channel KCNH2 (Homo sapiens), Q12809; activation (rescue from dofetilide block), less the hit threshold, % at 10 µM;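 active = activation above the mean of controls blocked by dofetilide plus 5 SD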;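 note: thallium influx through hERG after potassium depolarization seen as dye fluorescence rise; in these data hits start at about 4.7%; inactives centre near -7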
# Target sequence (Q12809 whole entry, looked up): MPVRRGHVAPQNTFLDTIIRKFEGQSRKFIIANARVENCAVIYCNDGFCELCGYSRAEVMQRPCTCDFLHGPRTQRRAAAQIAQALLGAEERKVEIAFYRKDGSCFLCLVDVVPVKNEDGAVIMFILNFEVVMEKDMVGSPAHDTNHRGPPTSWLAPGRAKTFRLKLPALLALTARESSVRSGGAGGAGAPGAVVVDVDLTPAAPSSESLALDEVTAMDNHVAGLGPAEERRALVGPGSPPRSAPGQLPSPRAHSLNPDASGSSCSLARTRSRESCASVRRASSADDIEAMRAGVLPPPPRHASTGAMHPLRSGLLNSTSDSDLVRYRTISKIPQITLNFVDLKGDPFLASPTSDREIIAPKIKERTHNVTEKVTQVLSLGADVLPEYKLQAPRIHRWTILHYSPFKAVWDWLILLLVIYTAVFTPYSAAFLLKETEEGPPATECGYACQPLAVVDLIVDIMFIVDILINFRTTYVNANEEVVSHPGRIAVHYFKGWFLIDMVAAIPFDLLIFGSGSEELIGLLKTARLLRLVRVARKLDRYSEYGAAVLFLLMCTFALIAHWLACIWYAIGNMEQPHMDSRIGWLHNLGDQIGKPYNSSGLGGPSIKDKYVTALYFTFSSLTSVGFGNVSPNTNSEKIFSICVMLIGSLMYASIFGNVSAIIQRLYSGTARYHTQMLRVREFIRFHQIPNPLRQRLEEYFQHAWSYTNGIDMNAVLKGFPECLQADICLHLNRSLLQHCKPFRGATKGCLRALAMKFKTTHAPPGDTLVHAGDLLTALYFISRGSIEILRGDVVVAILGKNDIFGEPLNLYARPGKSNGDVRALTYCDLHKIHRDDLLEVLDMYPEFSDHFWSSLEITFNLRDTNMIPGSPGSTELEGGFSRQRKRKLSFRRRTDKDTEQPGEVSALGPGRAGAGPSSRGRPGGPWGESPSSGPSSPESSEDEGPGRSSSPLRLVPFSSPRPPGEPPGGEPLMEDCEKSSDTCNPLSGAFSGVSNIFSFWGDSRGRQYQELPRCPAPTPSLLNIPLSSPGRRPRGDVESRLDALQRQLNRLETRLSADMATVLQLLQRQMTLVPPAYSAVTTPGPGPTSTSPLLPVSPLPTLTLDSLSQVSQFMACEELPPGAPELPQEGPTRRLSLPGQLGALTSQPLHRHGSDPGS
# KCNQ1 inh: inhibitors of human KCNQ1 channel, primary screen, cell-based, thallium flux, high-throughput. AID 2642, 2010. CHO-K1 KCNQ1, FluxOR thallium flux fluorescence; active compounds read high. B-score at 10 µM. 1.3% of 310,000 active;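 active = compounds whose thallium flux B-score, printed positive for inhibition, exceeds three library SD while starting fluorescence stays within three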;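 note: channel opened by potassium depolarization with thallium stimulus after 20 min compound exposure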
# RGS4 inh: RGS4 inhibitors, primary screen, cell-based, HEK293 M3R inducible RGS4, calcium flux; Regulator of G-protein signaling 4 (Homo sapiens), P49798; Fluo-4 calcium flux; active compounds read high; triggered by carbachol at its EC20; B-score at 10 µM; 0.45% of 310,000 active; AID 463165, 2010;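 active = B-score, a plate-corrected calcium signal, over three deviations above library mean, with baseline fluorescence within five deviations of library mean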;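 note: RGS4 expression induced by doxycycline in cells with stable M3 receptor; B-score is computed from the integrated fluorescence ratio over baseline after carbachol; higher B-score means a larger calcium signal and so more RGS4 inhibition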
# KCNK9 inh: KCNK9 potassium channel inhibitors, primary screen, HEK293 cells, thallium flux. 1.2% of 310,000 active. FluxOR thallium flux fluorescence; active compounds read low. B-score at 10 µM. Potassium channel subfamily K member 9 (Homo sapiens), Q9NPC2;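 active = ratio B-score over 3 SD below the library mean, with starting fluorescence within 5 SD of its mean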;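 note: negative B-score means less thallium flux so channel inhibition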
# KCNQ1 act: potentiators or activators of KCNQ1 channel, primary screen, cell-based, thallium flux, high-throughput. CHO-K1 KCNQ1, thallium flux FluxOR fluorescence; active compounds read high. B-score at 10 µM. 0.35% of 310,000 active. AID 2648, 2010;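 active = fluorescence ratio B-score, a plate-corrected score, at least three library SD, with initial intensity B-score within 5 SD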
#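 assay system = CHO-K1 cells stably expressing KCNQ1 | medium = assay buffer, equal DMSO in all wells | timing = 37 °C overnight plating, 90-min dark dye load, 20-min compound pretreatment | measured by = kinetic FluxOR thallium fluorescence, 10-s 1-Hz baseline, 110-s post-stimulus read | measure = fluorescence change relative to baseline, converted to B score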
# MrgX1 ag: agonists of human MrgX1 receptor, primary screen, HEK293 cells, Fluo-4 calcium flux; Mas-related G-protein coupled receptor member X1 (Homo sapiens), Q96LB2; Fluo-4 calcium fluorescence, agonist mode; active compounds read high; B-score at 10 µM; 0.44% of 310,000 active; AID 588627, 2011;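 active = calcium response B-score plate-corrected fluorescence ratio at least 3 library SD, with starting fluorescence B-score inside 5 SD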
#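 Assay system: MrgX1-expressing HEK293 cells / Amount: fifteen thousand cells per well / Doses: test compound in the initial addition of three / Timing: cells plated overnight, dye loaded 0.5 h 37 °C, 0.5 h room temperature / Technique: kinetic calcium dye fluorescence, Fluo-4 NW / Control set: positive and negative controls per plate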
# RGS4 pot: RGS4 potentiators or activators, primary screen, cell-based, HEK293 M3R inducible RGS4, calcium flux; carbachol calcium flux Fluo4; active compounds read low; B-score at 10 µM; 0.92% of 310,000 active;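 active = B-score of the integrated calcium signal more than 4 SD below the library mean, with starting fluorescence not abnormally high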;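 note: negative B-score means reduced calcium response which marks RGS4 activation or potentiation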
#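 Material: Inducible-RGS4 HEK293 cells carrying M3 receptor; also added: carbachol at ECmax as muscarinic agonist stimulus; incubation: compound preincubation 20 min at room temperature before agonist; signal: Fluo4-AM (2 µM) calcium-flux fluorescence, kinetic read; measure: integrated calcium ratio converted to B score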
# The depositor's hits bear a star; i = inactive; / = not tested or not shown. Random draw from the library (roughly 6.3% active in at least one column).
compound,MrgX1 allo act,TMEM16A act,KCNK3 block,TMEM16A inh,hERG rescue,KCNQ1 inh,RGS4 inh,KCNK9 inh,KCNQ1 act,MrgX1 ag,RGS4 pot
COc1ccc(Oc2c(Cl)cnn(-c3ccc(Cl)c(Cl)c3)c2=O)cc1,i,i,i,i,-9,i,i,i,i,i,i
O=c1c2ccccc2ncn1CCOc1ccccc1[N+](=O)[O-],i,i,i,i,-4,i,i,i,i,i,i
Cn1c(/C(C#N)=C(\O)CN2CCN(Cc3ccccc3)CC2)nc2ccccc21,i,i,i,i,-6,i,i,i,i,i,i
CCc1ccc(OCCOCC(O)CNC(C)CC)cc1 (centres undefined),i,i,i,i,-10,i,i,i,i,i,i
ON1C(c2ccccc2)CC2(O)c3nonc3CCC12 (centres undefined),i,i,i,i,-7,i,i,i,i,i,i
Cc1cccc(C)c1NC(=O)CSc1nc(COc2ccccc2)nc2ccccc12,i,i,i,i,-2,i,i,i,i,i,i
CC(=O)C1=C(O)C(=O)N(CCNCCO)C1c1ccccc1 (centres undefined),i,i,i,i,-9,i,i,i,i,i,i
C#CCOC(=O)CCC(=O)NCCc1ccccc1,i,i,i,i,-6,i,i,i,i,i,i
O=[N+]([O-])c1ccc(S(=O)(=O)Nc2nnc(C(F)(F)F)s2)cc1,i,i,i,i,1,i,i,i,i,i,i
CCn1c(NC(C)=O)c(-c2ccccc2Cl)c(=O)c2ccccc21,i,i,i,i,2,i,i,i,i,i,i
O=C1CC(NS(=O)(=O)c2cccs2)CN1c1cccc(F)c1 (centres undefined),i,i,i,i,-16,i,i,i,i,i,i
CC1CCN(C(=O)c2ccccc2NC(=O)Cc2ccccc2)CC1,i,i,i,i,-3,i,i,i,i,i,i
Cc1ccc(S(=O)(=O)NC2CC(C)(C)NC(C)(C)C2)cc1,i,i,i,i,-9,i,i,i,i,i,i
Cc1cc(N/N=C/c2ccncc2)c([N+](=O)[O-])cc1[N+](=O)[O-],i,i,i,i,-3,i,i,i,i,i,i
Fc1ccc(-c2csc(N3CCOCC3)n2)cc1,i,i,i,i,-9,i,i,i,i,i,i
CCc1ccc(NC(=S)NCc2ccccc2)cc1,i,i,i,i,-4,i,i,i,i,i,i
O=C(Cn1nnc(-c2ccc(CN3CCOCC3)cc2)n1)Nc1nc(-c2ccccc2)cs1,i,i,i,i,-16,i,i,i,i,i,i
CC(=O)c1csc(COc2ccc(Cl)cc2)n1,i,i,i,i,-6,i,i,i,i,i,i
COc1ccc(CCNC(=O)c2cccnc2Cl)cc1OC,i,i,i,i,-11,i,i,i,i,i,i
Cc1c(NC(=S)NC(=O)c2ccc(Cl)cc2)c(=O)n(-c2ccccc2)n1C,i,i,i,i,-10,i,i,i,i,i,i
COc1cccc(N2C(=O)CC(Sc3nc(C)cc(C)n3)C2=O)c1 (centres undefined),i,i,i,i,0,i,i,i,i,i,i
O=C(Nc1cc(N2CCOCC2)ncn1)c1ccc(F)cc1,i,i,i,i,-5,i,i,i,i,i,i
COc1ccc(NC(=O)CCN2CCN(c3ccccc3F)CC2)c(OC)c1,i,i,i,i,1,i,i,i,i,i,i
CC(=O)c1cccc(NC(=O)N2CCCCCC2)c1,i,i,i,i,-5,i,i,i,i,i,i
CCOc1c(/C=C(\C#N)C(N)=O)c2ccccc2n1CC,i,i,i,i,-8,i,i,i,i,i,i
CCCOc1ccc(/C=N/NC(=O)c2ccc3c(c2)OCO3)c(OCCC)c1,i,i,i,i,-8,i,i,i,i,i,i
CC(C)[C@H](NC(=O)OC(C)(C)C)C(=O)N1CCC(C(=O)N[C@@H](C)C(=O)Nc2ccc(F)cc2)CC1,i,i,i,i,-4,i,i,i,i,i,i
O=S(=O)(Cc1ccccc1)/C1=C(\N2CCOCC2)CCCCCC1,i,i,i,i,-16,i,i,i,i,i,i
O=C(CNC(=O)c1ccco1)OCC(=O)c1ccc2c(c1)CCCC2,i,i,i,i,-12,i,i,i,i,i,i
Cc1cc(C)c2nc(NC(=O)c3cc(C)on3)sc2c1,i,i,i,i,-1,i,i,i,24*,i,i
Cc1ccc(CNC(=O)c2cccnc2)cc1,i,i,i,i,-3,i,i,i,i,i,i
COc1cc(NS(=O)(=O)c2ccc(NC(=O)Cc3ccccc3)cc2)nc(OC)n1,i,i,i,i,-6,i,i,i,i,i,i
CN1CCN(CCCC(=O)c2ccc(C3CCCC3)cc2)CC1,i,i,i,i,-7,i,i,i,i,i,i
c1ccc2c(Nc3ccc(N4CCOCC4)cc3)nc(N3CCOCC3)nc2c1,i,i,i,i,0,i,i,i,i,i,i
CC(C)CC(=O)N1CC(C)N(C(=O)CC(C)C)CC1C (centres undefined),i,/,/,i,-8,i,i,i,i,i,i
CCN1CCN(C(c2ccccn2)c2c(NC(=O)c3ccccc3)sc(C)c2C)CC1 (centres undefined),i,i,i,i,-8,i,i,i,i,i,i
CCOC(=O)CC1=CSC2=NS(=O)(=O)CCN12,i,i,i,i,-4,i,i,i,i,i,i
COc1cccc(OCCCCCN2CCOCC2)c1,i,i,i,i,-11,i,i,i,i,i,i
Cc1ccc2nc(SCC(=O)N3CCCC3)[nH]c2c1,i,i,i,i,-9,i,i,i,i,i,i
COC(=O)NCC(c1ccco1)N1CCN(c2ccc(F)cc2)CC1 (centres undefined),i,i,i,i,-4,i,i,i,i,i,i
CCc1ccc(NC(=O)CSc2nc3nc(C)cc(C)n3n2)cc1,i,i,i,i,-1,i,i,i,i,i,i
O=C(NC1CCC(c2ccccc2)CC1)c1cccnc1 (centres undefined),i,i,i,i,-2,i,i,i,i,i,i
CN(C)CCCN(C(=O)c1ccc2c(c1)OCCO2)c1nc2ccc(Cl)cc2s1,i,i,i,i,-19,i,i,i,i,i,i
Cc1cccc(NC(=O)CN2C(=O)N/C(=C/c3ccc(C)o3)C2=O)c1,i,i,i,i,2,i,i,i,i,i,i
Cc1cc(C(=O)O)ccc1-c1ccc(/C=C2\SC(=O)N(CC(=O)Nc3ccc4c(c3)OCO4)C2=O)o1,i,i,i,i,-9,i,i,i,i,i,i
CCN(CC)CC(=O)Nc1ccc(C)cc1C(=O)c1ccccc1,i,i,i,i,-10,i,i,i,i,i,i
c1ccc(NC2=NCCCCS2)cc1,i,i,i,i,-4,i,i,i,i,i,i
CCCCn1c(-c2ccccc2)nc2c(=O)n(C)c(=O)[nH]c21,i,i,i,i,-5,i,i,i,i,i,i
Cc1nn(C(=O)c2c(-c3ccccc3)noc2C)c(C)c1N=Nc1cc(C(F)(F)F)cc(C(F)(F)F)c1,i,i,i,i,-5,i,i,i,i,i,i
COc1cc(OC)cc(C(=O)OCC(=O)NCc2ccc3c(c2)OCO3)c1,i,i,i,i,-10,i,i,i,i,i,i
COc1cccc(NC(=O)CSC(N)=O)c1,i,i,i,i,-6,i,i,i,i,i,i
CCOCCn1c(SCC(=O)OCc2ccccc2)nc2c1c(=O)[nH]c(=O)n2C,i,i,i,i,-8,i,i,i,i,i,i
O=C1Nc2cc(C(=O)N3CCN(c4ccccn4)CC3)ccc2S/C1=C\c1ccccc1,i,i,i,i,-3,i,i,i,i,i,i
COc1ccc(N(CC(=O)NCCC2=CCCCC2)S(=O)(=O)c2ccccc2)c(OC)c1,i,i,i,i,-24,i,i,i,i,i,i
O=C(Nc1c(F)cc(F)cc1Br)c1ccco1,i,i,i,i,-5,i,i,i,i,i,i
O=C(/C=N\O)NCCCNCc1ccccc1,i,i,i,i,-2,i,i,i,i,i,i
COc1ccc(CN2CCCC(CNC(=O)c3ccc(F)cc3)C2)c(C)c1C (centres undefined),i,i,i,i,-10,i,i,i,i,i,i
CCNC(=O)COC(=O)Cc1ccc(Cl)cc1Cl,i,i,i,i,-12,i,i,i,i,i,i
COc1ccc(/C=C2\CC/C(=C\c3ccc(OC)c(OC)c3)C2=O)cc1OC,i,i,i,i,-5,i,i,i,i,i,i
CC12CCC(C(=O)NCc3ccc4c(c3)OCO4)(C(=O)C1=O)C2(C)C (centres undefined),i,i,i,i,4,i,i,i,i,i,i

# (further entries)
compound,MrgX1 allo act,TMEM16A act,KCNK3 block,TMEM16A inh,hERG rescue,KCNQ1 inh,RGS4 inh,KCNK9 inh,KCNQ1 act,MrgX1 ag,RGS4 pot
O=CN/C=C/c1cc(O)ccc1O,i,i,i,i,/,/,/,/,/,i,/
CCOc1ccccc1N1CCN(CC(=O)NC(C)c2ccccc2)CC1 (centres undefined),i,i,i,i,-6,i,i,i,i,i,i
COC(=O)c1[nH]c2cccc(OC)c2c1NC(=O)CCN1CCC(C(N)=O)CC1,i,/,/,i,-2,i,i,i,i,i,i
CSc1ccc(/C=C/C(=O)N2CCCN(C)CC2)cc1,i,i,i,i,-2,i,i,i,i,i,i
CN=c1sc2ccccc2n1CC(O)COCc1ccco1 (centres undefined),i,i,i,i,-3,i,i,i,i,i,i
CC(=O)c1ccc(NC(=O)COC(=O)c2ccccc2N=Nc2ccc(N(C)C)cc2)cc1,i,i,i,i,-6,i,i,i,i,i,i
N#CCC(=O)NCC1(c2ccccc2)CCCC1,i,i,i,i,-5,i,i,i,i,i,i
Cc1ccc(S(=O)(=O)/C(C#N)=C/c2ccccc2OCc2ccccc2)cc1,i,i,i,i,-8,i,i,i,i,i,i
COC(=O)[C@@H]1C[C@@H](c2ccccc2)[C@H](C)C1(C)C,i,i,i,i,/,/,/,/,/,i,/
